# P. falciparum M17LAP – P. falciparum M17LAP inhibitors, primary screen, biochemical, fluorogenic H-Leu-NHMec substrate, 1536-well (AID 1619); hit rate 0.38% among 220,000; recombinant M17LAP, H-Leu-NHMec fluorogenic kinetic assay; higher % means a stronger effect; inhibition, % at 30 µM; hits with a dose series show IC50 in µM;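 active = compound inhibiting the enzyme by more than half at any dose during confirmatory dose-response retesting; inconclusive = strong single-dose inhibitors picked by rank but not retested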;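 also: plate controls were full reaction with DMSO carrier for no effect and no enzyme background for full effect; strong numbers were not always called active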
# M1AAP inhibition – P. falciparum M1AAP inhibitors, biochemical, fluorogenic H-Leu-NHMec substrate, 1536-well (AID 1445). recombinant M1AAP, H-Leu-NHMec fluorogenic kinetic assay; higher % means a stronger effect. inhibition, % at 30 µM; hits with a dose series show IC50 in µM. hit rate 0.42% among 220,000;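 active = primary inhibition above the hit cutoff, then over 50% inhibition at one or more dose response concentrations, cut at about 23% in these data, passing the limit was not always enough; inconclusive = conflicting primary data, or primary hits not chosen for dose response; inactive = low primary inhibition, or under 50% at every dose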;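 also: plate controls were DMSO full reaction for no effect and no enzyme background for full effect; strong numbers were not always called active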
# GPR55 beta-arrestin – GPR55 agonists via beta-arrestin recruitment, primary screen, imaging, U2OS cells, beta-arrestin-GFP redistribution (AID 1961); hit rate 0.048% among 290,000; one-dose activation, % at 10 µM; EC50 in µM for titrated hits; U2OS GPR55 beta-arrestin-GFP redistribution imaging; higher % means a stronger effect;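 active = activation above 40% with more than 50 cells counted in the well; inconclusive = wells holding fewer than 50 cells, flagged as toxic or sparse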;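 also: U2OS osteosarcoma cells stably expressing GPR55 and beta-arrestin-GFP; plate controls were DMSO negative control for no effect and LPI positive control for full effect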
# Dynein cargo inh – blocks dynein driven cargo transport along microtubules. 3617.4 mouse cells, GR-EGFP nuclear translocation imaging; test concentration mostly 20 µM; stimulated with dexamethasone, 1 µM; hits give low values. z-score, hits read low. hit rate 0.47% among 220,000;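 active = plate z-score of nuclear minus cytoplasmic receptor signal below a set negative limit, without overly bright fluorescence or cell loss, cut at about -3.5 in these data, passing the limit was not always enough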;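 also: z-score of nuclear minus cytoplasmic ring GR-EGFP intensity difference per well; some compounds called inactive have numbers as strong as hits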
#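 Buffer or medium: tetracycline-free induction medium containing charcoal-stripped FBS / Reagent: dexamethasone agonist, 1.0 µM final, for 30 min / Technique: automated 10x imaging of fixed Hoechst-stained cells / Times: induction 48 h, compound 1 h, agonist 30 min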
# KOR beta-arrestin-1 – KOR antagonists, beta-arrestin recruitment, cell-based, luminescence, uHTS (AID 1778). KOR beta-arrestin recruitment, luminescence, antagonist mode; higher % means a stronger effect. inhibition, % at 10 µM; hits with a dose series show IC50 in µM. hit rate 0.091% among 290,000; also: strong numbers were not always called active
# AID2073 – disruptors of CaV2.2 binding to Mint1 – biochemical, HTRF (AID 2073); inhibition, % at 20 µM; hits with a dose series show IC50 in µM; hit rate 0.19% among 290,000; HTRF protein-protein interaction, Mint1-CaV2.2; higher % means a stronger effect; in the data active = inhibition mostly above about 51%, no sharp cut-off; inconclusive = no clear call, values can overlap the other calls; inactive = mostly below about 53%; also: some results filed as inactive read as strong as hits
# KOR beta-arrestin-2 – kappa opioid receptor activators – cell-based, luminescence, uHTS, primary screen (AID 1777) | KOR beta-arrestin recruitment, luminescence; higher % means a stronger effect | one-dose activation, % at 10 µM; EC50 in µM for titrated hits | hit rate 0.02% among 280,000; in the data active = activation above about 50%, passing the limit was not always enough; also: a part of the inactive calls stands beside numbers as strong as those of hits
# NOD1 NF-kB reporter – NOD1 signaling inhibitors, primary screen, cell-based, luminescence, uHTS (AID 1578); hit rate 1% among 290,000; NOD1-driven NF-kB luciferase reporter cells, luminescence; higher % means a stronger effect; inhibition, % at 4 µM, or EC50 in µM where a hit was titrated; in the data active = inhibition mostly above about 36%, no sharp cut-off; inactive = mostly below about 34%;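 also: HEK-293T reporter cells stimulated with the NOD1 agonist gamma-tri-DAP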
# NOD2 inhibition – NOD2 signaling inhibitors, cell-based, luminescence, uHTS, HEK293 (AID 1566). inhibition, % at 4 µM; hits with a dose series show EC50 in µM. hit rate 0.63% among 290,000. HEK293 NOD2/NF-kB luciferase reporter, luminescence; higher % means a stronger effect; also: many of its hits are not listed in these tables
# Dynein cargo inh cytoplasmic EGFP – also measured in Dynein cargo inh; calls as there; z-score; measured here: cytoplasmic GR-EGFP intensity; hits give high values
# Dynein cargo inh nuclear GR-EGFP – recorded beside Dynein cargo inh, whose call it bears; z-score; measured here: nuclear GR-EGFP intensity;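 lower value marks the stronger effect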
# Dynein cargo inh cell count – recorded beside Dynein cargo inh, whose call it bears; z-score; measured here: cell count per field
# Numbers without * were called inactive; ? = inconclusive; . = not tested or not shown; [ ] = another dose, or the depositor's remark. Rule as the data show it, unless noted: active = inhibition above about 50%; inactive = the rest. An excerpt; the hit share may differ from the screen's.
item	Compound	NOD2 inhibition	Dynein cargo inh	AID2073	KOR beta-arrestin-1	Dynein cargo inh cell count	Dynein cargo inh cytoplasmic EGFP	M1AAP inhibition	Dynein cargo inh nuclear GR-EGFP	P. falciparum M17LAP	NOD1 NF-kB reporter	GPR55 beta-arrestin	KOR beta-arrestin-2
1	COC(=O)C1=C(C)NC(=S)NC1c1ccc(OCC(=O)N2CCCCC2)c(OC)c1 (stereo not drawn)	6%	.	-16%	22%	.	.	.	.	.	-20%	0.3%	4.1%
2	CC(C)NC(=S)NNC(=O)C12CC3CC(CC(C3)C1)C2	5%	-0.86	-43%	9%	0.32	-0.14	2%	-0.55	-3%	2%	-0.2%	-2.1%
3	COc1cc(-c2noc(C)n2)cc(OC)c1OC	12%	0.49	2%	10%	-0.015	-0.17	-4%	0.25	-3%	-11%	0.4%	0.1%
4	CN(C)C(CNC(=S)Nc1ccccc1Cl)c1cccnc1 (stereo not drawn)	7%	1.2	-28%	-9%	0.32	-0.14	16%	0.59	5%	-26%	0.3%	7.9%
5	CC(=O)C(=Cc1cc(C)n(-c2ccccc2)c1C)C(C)=O	3%	-0.77	0%	9%	0.98	-0.2	5%	-0.62	38%	-17%	-0.2%	-4.9%
6	COc1cccc2cc(C(=O)NCCC3=CCCCC3)c(=O)oc12	-3%	0.025	-3%	-19%	-0.088	-0.32	16%	-0.32	0%	-34%	-0.2%	-0.6%
7	COc1ccc(C(O)c2nccn2C)cc1 (stereo not drawn)	8%	-1.3	1%	-16%	1.1	-0.12	-1%	-0.6	-3%	-5%	0.0%	-1.2%
8	Cc1cc(C)c2c(N)c(C(=O)Nc3c(C)n(C)n(-c4ccccc4)c3=O)sc2n1	-10%	.	19%	-24%	.	.	.	.	.	-69%	-0.1%	1.1%
9	C=CCNC(=S)/N=c1/ccccn1C	13%	0.69	-22%	17%	-0.67	-0.22	3%	0.92	-12%	-4%	-0.2%	-7.1%
10	Cc1ccc(C2=NC(=O)/C(=C/c3cc(O)c(O)c(Br)c3)S2)cc1	-21%	-0.67	8%	-20%	0.4	-0.34	?	-0.31	21%	7%	-0.3%	-4.6%
11	C=CCNc1nc(-c2c(C)nc3ncccn23)cs1	9%	.	-9%	-39%[20 µM]	.	.	.	.	.	-4%	-0.2%	1.0%
12	CC(=O)OCCc1c(C)nc2nc[nH]n2c1=O	7%	0.48	-3%	-4%	0.55	-0.18	-1%	0.51	-15%	3%	0.0%	0.7%
13	Clc1ccc2c(c1)C(N1CCNCC1)Cc1ccccc1S2 (stereo not drawn)	4%	-4.5	-3%	-68%	-4.8	2.9	5%	-1.8	23%	-28%	0.3%	4.7%
14	Cc1ccc(NCC(=O)N/N=C/c2ccc(-c3cccc(C(F)(F)F)c3)o2)cc1	7%	0.34	-1%	-4%	0.21	-0.22	13%	-0.043	-6%	2%	-0.2%	-3.0%
15	CCCCC(=O)Nc1ccc2c(c1)C(=O)NC2=O	8%	0.51	15%	-12%	0.18	-0.21	8%	0.36	-27%	-18%	-0.1%	4.3%
16	COc1ccc(C(=O)Nc2ccc(Oc3nc(C)nc4sc(-c5ccccc5)cc34)cc2)cc1OC	1%	-0.3	13%	16%	0.57	-0.3	7%	-0.16	6%	-41%	-0.1%	29%
17	COc1ccc(CN2CCC(=O)N([C@H](CO)Cc3ccccc3)CC2)cc1OC	7%	.	12%	-34%[20 µM]	.	.	.	.	.	6%	0.0%	0.4%
18	CC(C)Nc1nc(NC(C)C)nc(N(C)C#N)n1	15%	-0.36	6%	-47%	0.14	-0.18	3%	-0.31	-10%	-10%	0.3%	2.9%
19	COc1ccc(C(O)P(=O)(OCCC(C)C)c2ccc(N(C)C)cc2)cc1 (stereo not drawn)	17%	.	7%	44%	.	.	.	.	.	10%	0.0%	-2.7%
20	Cc1ccc(N(C(=O)CNC(=O)c2ccco2)C(C(=O)NC2CCCC2)c2cccnc2)cc1F (stereo not drawn)	22%	.	3%	-28%	.	.	.	.	.	-13%	0.6%	-1.0%
21	CCc1n[nH]c(=S)n1/N=C/c1ccc(N(C)c2ccccc2)cc1	14%	1.4	7%	-4%	-0.66	-0.28	6%	0.94	-1%	-23%	1.1%	-6.0%
22	O=C(NC1CCCC1)c1cccnc1N1CCCCCC1	1%	-0.4	8%	-27%	-0.16	-0.22	9%	0.16	-9%	16%	0.3%	3.5%
23	O=C(CC(Nc1ccc(F)cc1)C(=O)O)c1ccccc1 (stereo not drawn)	-108%	-0.19	23%	-2%	0.9	-0.2	3%	0.093	7%	-46%	-0.2%	-2.2%
24	COC(=O)c1nc2n(n1)C(c1cc(OC)ccc1OC)C(C(=O)OC1CCCCC1)=C(C)N2 (stereo not drawn)	-9%	2.1	-5%	-20%	-1.9	0.41	-1%	2.3	14%	-21%	-0.2%	5.0%
25	O/N=C1\CCC\C1=C/c1ccco1	14%	0.095	0%	-2%	-0.11	-0.12	11%	0.21	10%	-10%	-0.1%	1.3%
26	CCCCN(CC)C(=O)c1ccc2c(c1)OCO2	8%	-0.083	8%	17%	1.2	-0.11	4%	0.13	-2%	-7%	-0.2%	-3.4%
27	CCCc1nnc(NC(=O)Nc2ccccc2OC)s1	-23%	0.23	-4%	26%	-0.15	-0.2	7%	-0.0027	9%	-43%	-0.5%	1.3%
28	CSc1ccc(-c2sc(Nc3cccc4ccccc34)n[n+]2-c2ccccc2)cc1	-1%	.	-14%	-34%[20 µM]	.	.	.	.	.	3%	0.2%	8.5%
29	COc1ccccc1CNC(=O)CSc1ccc(C(=O)Nc2ccccc2OC)cc1[N+](=O)[O-]	-11%	-0.0021	6%	15%	0.12	-0.27	-4%	0.036	11%	-28%	0.2%	0.0%
30	COC(=O)c1cn(NC(=O)c2cccc(N(C)C)c2)c(=O)c2ccccc12	6%	0.24	1%	6%	0.78	-0.18	7%	-0.032	-12%	-52%	-0.1%	0.9%
31	Cc1sc(NC(=O)CSc2nnnn2C(C)C)c(C#N)c1C	14%	0.59	6%	17%	-1.5	-0.21	2%	0.96	7%	10%	-0.1%	-0.2%
32	COc1cc(NC(=O)c2ccccc2F)c(OC)cc1NC(=O)CN1CCOCC1	6%	-0.28	2%	-27%[20 µM]	1.3	-0.26	6%	-0.088	15%	-19%	0.4%	-8.0%
33	O=C(CSc1ncc(C(F)(F)F)cc1Cl)N1CCN(S(=O)(=O)c2ccccc2)CC1	13%	1.3	-1%	-26%	-0.37	-0.34	0%	0.77	4%	-18%	-0.2%	6.2%
34	Cc1ccc(F)c(NC(=O)C2CCCCC2C(=O)O)c1 (stereo not drawn)	8%	-0.83	4%	-9%	0.0089	-0.34	1%	-0.15	4%	-18%	0.0%	2.0%
35	COC(=O)c1sc(NC(=O)c2oc3ccccc3c2C)nc1C	-35%	2.4	10%	-25%	-1.1	-0.13	-1%	1.2	-9%	.	0.3%	48%
36	CCn1c(O)c(C=NCCN2CCOCC2)sc1=S	6%	-0.25	0%	17%	0.62	-0.31	6%	0.039	11%	-7%	-0.2%	-1.7%
37	Cc1cc(NC(=O)c2cncc(Br)c2)n(-c2ccccn2)n1	9%	-0.13	-3%	2%	0.89	-0.25	2%	0.25	-5%	4%	-0.1%	0.8%
38	CCO/C(C)=C1\N=C(c2ccc(Cl)cc2)OC1=O	-13%	0.12	-2%	-9%	1.3	-0.17	-4%	0.68	1%	8%	-0.1%	0.7%
39	O=c1[nH]cnc(O)c1C(c1ccc([N+](=O)[O-])cc1)c1c(O)nc[nH]c1=O	-10%	.	3%	-2%[20 µM]	.	.	.	.	.	-39%	0.3%	-3.4%
40	Oc1ccc(/C=N/N(c2ccccc2)c2ccccc2)cc1O	5%	.	-10%	-17%	.	.	.	.	.	-14%	0.3%	12%
41	CC(C)C1CC(CCN)(Cc2ccccc2)CCO1 (stereo not drawn)	-15%	1.2	-5%	-19%	-0.95	-0.15	4%	0.55	-1%	-25%	-0.2%	2.9%
42	O=C(Nc1ccc(S(=O)(=O)N2CCCC2)cc1)c1ccc(OCC2CCCO2)cc1 (stereo not drawn)	35%	0.66	17%	-30%	-1.9	-0.046	7%	0.74	24%	3%	-0.3%	-0.9%
43	COc1cccc(/C=N/NC(=O)c2[nH]nc3c2CCc2ccccc2-3)c1O	17%	0.079	40%	-2%	-0.65	0.4	4%	0.24	-6%	-30%	-0.2%	7.9%
44	O=Cc1c(NCCN2CCCC2)c2ccccc2[nH]c1=O	6%	.	-2%	-30%[20 µM]	.	.	.	.	.	0%	-0.1%	0.2%
45	CCCCNC(=O)Oc1cc(CCl)on1	11%	0.89	0%	-2%	-0.82	-0.24	-1%	0.6	0%	-35%	0.7%	-2.3%
46	COc1ccc(CC2(CO)CCN(S(=O)(=O)N(C)C)CC2)cc1	2%	-0.3	-4%	-5%[20 µM]	-0.059	-0.22	1%	-0.25	3%	-14%	0.2%	.
47	O=c1[nH]c2ccc(NC(=S)Nc3ccc(F)cc3)cc2[nH]1	-21%	0.15	-34%	-18%	0.57	0.43	9%	0.093	7%	-7%	-0.2%	-1.0%
48	O=C(O)c1ccc(-n2[nH]c3c(c2=O)CCCC3)cc1	10%	0.11	23%	-32%	0.12	-0.25	6%	0.16	10%	-32%	0.4%	1.2%
49	CCOC(=O)c1c(-c2ccc(OC)cc2)cn2ccccc12	0%	0.98	11%	12%	-0.34	-0.3	17%	0.72	3%	-30%	-0.3%	-0.6%
50	CCOC(=O)C1=C(C)N(C)C(=S)NC1c1cc(OC)ccc1OC (stereo not drawn)	6%	0.88	8%	20%	-1	-0.072	-1%	0.69	13%	-12%	-1.0%	-0.9%
51	COc1cnc(-c2ccccc2)nc1Oc1ccc(C(C)(C)C)cc1	-9%	0.69	-4%	1%	0.5	-0.24	0%	0.62	2%	-16%	0.3%	3.2%

# Screening results (PubChem BioAssay)
